LNCaP diff act: activators of LNCaP prostate cell differentiation, primary screen, flow cytometry side scatter; AID 795, 2007; side scatter shift, % at 10 µM; 4 d; 0.56% of 24,000 active;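 active = side scatter shift above 30%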;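 note: androgen-responsive LNCaP prostate cancer cells in charcoal-stripped serum medium; percent of cells past a gate set so DMSO wells show 10% shift; higher shift means more granular cells and more differentiation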
VLA-4 antagonist: inhibitors of LDV-FITC binding to Mn2+-activated VLA-4, primary screen, Jurkat cells; Integrin alpha-4 (Homo sapiens), P13612; LDV-FITC binding with Mn2+, flow cytometry; 100% = Mn2+-driven binding gain fully reversed; inhibition, % at 10 µM (by protocol); 0.2% of 24,000 active;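 active = inhibition above 50%; inconclusive = compound itself fluorescent, judged against control cell fluorescence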;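 note: 0% = Mn2+ stimulated cells lacking compound and 100% = ligand binding without Mn2+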
Target sequence (P13612 whole entry, looked up): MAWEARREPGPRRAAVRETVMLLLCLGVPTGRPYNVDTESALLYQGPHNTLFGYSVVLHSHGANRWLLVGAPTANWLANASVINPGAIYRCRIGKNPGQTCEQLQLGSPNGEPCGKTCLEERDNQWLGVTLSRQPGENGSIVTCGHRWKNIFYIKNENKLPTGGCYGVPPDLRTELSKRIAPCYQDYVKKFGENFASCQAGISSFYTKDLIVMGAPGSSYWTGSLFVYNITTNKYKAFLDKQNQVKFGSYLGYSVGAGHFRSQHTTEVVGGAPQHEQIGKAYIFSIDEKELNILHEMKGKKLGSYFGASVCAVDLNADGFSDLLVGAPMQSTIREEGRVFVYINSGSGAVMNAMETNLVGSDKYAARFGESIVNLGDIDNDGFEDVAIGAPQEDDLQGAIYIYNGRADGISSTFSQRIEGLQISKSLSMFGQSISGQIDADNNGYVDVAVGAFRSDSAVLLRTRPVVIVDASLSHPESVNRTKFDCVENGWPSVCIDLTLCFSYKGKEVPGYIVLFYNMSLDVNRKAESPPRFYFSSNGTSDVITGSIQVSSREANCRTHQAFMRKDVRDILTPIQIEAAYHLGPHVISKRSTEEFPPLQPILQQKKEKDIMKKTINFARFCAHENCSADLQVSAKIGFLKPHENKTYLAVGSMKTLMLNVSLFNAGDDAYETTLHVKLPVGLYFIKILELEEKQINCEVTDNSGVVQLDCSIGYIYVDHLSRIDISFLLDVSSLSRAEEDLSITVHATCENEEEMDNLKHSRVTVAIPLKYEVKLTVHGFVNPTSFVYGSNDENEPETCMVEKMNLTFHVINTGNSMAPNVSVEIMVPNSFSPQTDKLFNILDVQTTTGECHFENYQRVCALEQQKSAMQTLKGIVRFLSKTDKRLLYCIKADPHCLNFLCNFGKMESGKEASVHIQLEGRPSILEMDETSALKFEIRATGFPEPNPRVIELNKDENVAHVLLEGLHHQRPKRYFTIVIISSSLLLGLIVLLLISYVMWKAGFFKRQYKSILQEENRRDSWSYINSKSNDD
Autofluor Jurkat: compound autofluorescence on Jurkat cells, primary screen, artefact control for VLA-4 allosteric ligand project, cell-based, flow cytometry; fluorescence ratio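 (tested at 10 µM compound in the well)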; stronger effect = higher value; 1 = vehicle-only cell background; 0.61% of 24,000 active;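 active = fluorescence ratio above 2.44, which is 1 plus 3 SD of all ratios; inconclusive = signal too bright to measure linearly, ratio around 10 or more; inactive = fluorescence ratio below 2.44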;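 note: green fluorescence of cells measured with 488 nm excitation and 530 nm emission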
VLA-4 agonist: enhancers of LDV-FITC binding to VLA-4 integrin, primary screen, Jurkat cells, flow cytometry; Integrin alpha-4 (Homo sapiens), P13612; 24,000 tested, under 10 active; activation, % at 10 µM (by protocol);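 active = fluorescent ligand binding to cells raised by more than 40% of the manganese-induced maximum; inconclusive = compound's own fluorescence above 85% of the ligand control signal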;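 note: 0% = ligand binding without compound and 100% = manganese-stimulated maximal binding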
* hit, by the source's call; ? = inconclusive. These rows are one share of the data, so the mix of outcomes need not match the whole.

No.	smiles	LNCaP diff act	VLA-4 antagonist	Autofluor Jurkat	VLA-4 agonist
1	CCc1ccc(-c2nc(CN3CCC(C(=O)NCc4ccccc4OC)CC3)c(C)o2)cc1	18.0	?	1.51	?
2	CCOC(=O)N1CCN(S(=O)(=O)c2cc(Br)cnc2N)CC1	18.0	13.0	1.1	4.0
3	Cn1nc(OCc2ccccc2)ccc1=O	13.0	-13.0	1.06	-2.0
4	O=C(CN1C(=O)CC(c2ccco2)Sc2ccccc21)Nc1ccccc1F (stereo unspecified)	19.0	5.0	1.04	0.5
5	O=C(NCc1n[nH]c(=S)n1-c1ccc(F)cc1)c1ccco1	10.0	-19.7	1.02	-1.7
6	COc1ccccc1NC(=O)C1CC(=O)N(c2ccc(F)cc2)C1 (stereo unspecified)	9.0	-20.5	1.15	-3.5
7	CCCCCOc1ccc(OC(=O)c2ccncc2)cc1	5.0	-12.0	0.85	3.0
8	COc1ccccc1NC(=O)NCCN1C(=O)C2C3C=CC(C3)C2C1=O (stereo unspecified)	12.0	6.0	1	1.0
9	CC(OC1=CC(=O)CCC1)C(=O)c1ccccc1 (stereo unspecified)	6.0	-8.5	0.96	7.0
10	CC(C)CC(c1nnnn1CC1CCCO1)N1CCN(Cc2ccc3c(c2)OCO3)CC1 (stereo unspecified)	4.0	-6.5	1.03	-9.0
11	Cc1ccc2cc(-c3noc(C4CCCO4)n3)c(=O)[nH]c2c1 (stereo unspecified)	9.0	6.0	0.92	-3.0
12	CCOc1ccccc1NC(=O)CSc1nc(N)c(C#N)cc1C#N	6.0	-11.0	1.38	1.0
13	Cc1ccccc1-c1nc(CN2CCC(C(=O)NCCCN3CCCC3)CC2)c(C)o1	65.0*	15.7	1.04	0.3
14	Cn1c(=O)c2cc(S(=O)(=O)NCCC(=O)NCc3ccccc3Cl)ccc2n(C)c1=O	5.0	-4.0	1.05	1.0
15	CCOc1ccc(CCNS(=O)(=O)c2c(C)n[nH]c2C)cc1OCC	9.0	-5.0	1.01	2.0
16	Fc1ccc(-n2c(Cc3ccccc3)nnc2SCc2nc(-c3cccs3)no2)cc1	4.0	-23.0	1.08	2.5
17	CC1(C)C(c2cccs2)=[N+]([O-])C2(CCCCC/C2=N\O)N1O (stereo unspecified)	12.0	-9.0	0.98	1.3
18	Cc1ccc(C2NC(=O)NC(O)(C(F)(F)F)C2C(=O)c2cccs2)o1 (stereo unspecified)	6.0	-8.0	0.98	8.0
19	O=C(/C=C/N1CCOCC1)c1ccc(-c2ccccc2)cc1	6.0	?	1.05	?
20	NC(=O)CN1C(=O)C(O)(CC(=O)c2ccccc2O)c2ccccc21 (stereo unspecified)	5.0	-20.0	1.06	3.0
21	CCC(=O)Nc1nn(C)c2nc3c(C)cccc3cc12	6.0	6.0	1.11	1.5
22	Cc1noc(C)c1CSc1nnc2n(-c3ccccc3)c(=O)c3ccccc3n12	6.0	-6.5	1.05	-1.0
23	Cc1noc(C)c1S(=O)(=O)N1CCC(C(=O)N2CCC(N3CCCCC3)CC2)CC1	4.0	13.0	1.03	-1.0
24	CCOc1cccc(/C(O)=C2/C(=O)C(=O)N(CCN3CCOCC3)C2c2cccnc2)c1 (stereo unspecified)	6.0	-7.0	1.01	1.5
25	CCCCOc1ccc(CNn2c(C)nc3ccccc3c2=O)cc1	3.0	4.0	0.97	3.0
26	CC(=O)c1c(C)[nH]c(C(=O)Nc2ccc(C)cn2)c1C	11.0	-5.0	1.11	-1.0
27	COc1ccc(-n2c(=O)cc(N3CCc4ccccc43)[nH]c2=O)cc1	11.0	21.0	1.12	-13.0
28	CCOC(=O)Nc1ccc(NS(=O)(=O)c2ccc(C)cc2)cc1	16.0	-7.0	1.01	18.0
29	O=C(NC1(C(F)(F)F)Oc2ccccc2O1)N1CCCC1	17.0	2.0	1.01	-3.0
30	CN1CCCCCC1=Nc1ccccc1C#N	7.0	-8.0	0.95	1.0

Ordered by the number under VLA-4 antagonist (ascending): some entries from above.
No.	smiles	LNCaP diff act	VLA-4 antagonist	Autofluor Jurkat	VLA-4 agonist
20	NC(=O)CN1C(=O)C(O)(CC(=O)c2ccccc2O)c2ccccc21 (stereo unspecified)	5.0	-20.0	1.06	3.0
24	CCOc1cccc(/C(O)=C2/C(=O)C(=O)N(CCN3CCOCC3)C2c2cccnc2)c1 (stereo unspecified)	6.0	-7.0	1.01	1.5
26	CC(=O)c1c(C)[nH]c(C(=O)Nc2ccc(C)cn2)c1C	11.0	-5.0	1.11	-1.0
29	O=C(NC1(C(F)(F)F)Oc2ccccc2O1)N1CCCC1	17.0	2.0	1.01	-3.0
21	CCC(=O)Nc1nn(C)c2nc3c(C)cccc3cc12	6.0	6.0	1.11	1.5
23	Cc1noc(C)c1S(=O)(=O)N1CCC(C(=O)N2CCC(N3CCCCC3)CC2)CC1	4.0	13.0	1.03	-1.0

Other records follow.
No.	smiles	LNCaP diff act	VLA-4 antagonist	Autofluor Jurkat	VLA-4 agonist
31	CC1(C)Oc2ccc3ccc(=O)oc3c2C(N2CCCCC2)C1O (stereo unspecified)	6.0	-5.5	1.12	-6.0
32	COc1ccc(NC2c3ccccc3C(=O)N2Cc2ccco2)cc1OC (stereo unspecified)	12.0	27.0	1.09	-3.0
33	COCCCNC(=O)C1CCN(C(=O)Nc2ccc(Cl)cc2)CC1	2.0	-9.5	0.92	2.0
34	Cc1ccc(N(CC(=O)NCc2cccs2)S(=O)(=O)c2cccs2)cc1	5.0	-5.0	1.06	-3.0
35	Cn1c(=NC(=O)CSCC(=O)N2CCCC2)sc2ccccc21	6.0	12.0	1.02	-2.0
36	COc1cccc(C2N(c3ccccn3)C(=O)C3CCCN32)c1OC (stereo unspecified)	9.0	-8.0	0.98	-4.0
37	O=C(Nc1ccccc1)N(CCc1ccncc1)C1CCCCC1	12.0	6.0	1.03	3.0
38	O=C(Nc1ccccc1Cl)N1CCN(c2ccc3nnc(-c4ccccc4)n3n2)CC1	10.0	-11.0	1.13	-2.0
39	Cc1ccc(CN2C(=O)CCC2C(=O)N2CCN(c3ccc(F)cc3)CC2)cc1 (stereo unspecified)	15.0	23.0	1.01	-6.0
40	CCOC(=O)N1CCN(C(=O)CSc2nnc(COc3ccccc3)o2)CC1	6.0	-3.7	1.04	-0.3
41	C[C@H](NC(=O)Nc1cccc(C(F)(F)F)c1)C(=O)O	4.0	0.5	0.91	-0.5
42	COc1ccc(Cl)cc1NC(=O)c1oc(C)nc1C	5.0	4.3	1.2	-5.7
43	CCC(Sc1ccc2nnc(-c3ccc(F)cc3)n2n1)C(=O)OC (stereo unspecified)	6.0	-7.0	1.1	-5.0
44	CCCCP(=O)(CCCC)Cc1ccccc1O	1.0	-23.5	0.97	4.0
45	Cc1sc2c(c1C)CN(C1CC(C)(C)NC(C)(C)C1)CN2C(=O)c1ccco1	4.0	-4.5	1.58	4.5
46	CCc1c(-c2ccccc2)nc2nc(C)c(C)nn12	1.0	?	1.64	?
47	CC1CCCCN1CCNS(=O)(=O)c1ccc2c(c1)oc(=O)n2C (stereo unspecified)	8.0	-16.0	1.27	1.0
48	Cc1noc(/C=C/N(C)C)c1S(=O)(=O)N1CCCC(C(=O)NCc2ccc(F)cc2)C1 (stereo unspecified)	12.0	18.0	1.05	-6.0
49	O=C(Nc1ccncc1)c1cc2ccccc2oc1=O	3.0	-2.0	1.07	6.0
50	Cc1onc(-c2c(Cl)cccc2Cl)c1C(=O)NCCN1CCOCC1	6.0	-31.5	1	7.5
51	Cc1ccc(C(C)C)c(OCc2nc(-c3nonc3N)no2)c1	10.0	-1.0	1.04	1.0
52	COc1cc(N2C(=O)CSC23C(=O)Nc2ccccc23)cc(OC)c1OC (stereo unspecified)	8.0	-18.5	1.1	3.0
53	COc1ccc(C)cc1S(=O)(=O)N(C)CC(=O)Nc1ccc2c(c1)OCCO2	7.0	0.0	1.06	-9.5
54	O=C(c1ccc(-c2ccccc2)cc1)N1CCC(C(=O)N2CCCC2)CC1	8.0	-20.0	1.08	2.5
55	CN(C)c1ccc(/C=c2\sc3nc(-c4ccccc4)nn3c2=O)cc1	5.0	?	8.23*	?
56	Cc1cccnc1-n1c(CCN2C(=O)c3ccccc3C2=O)nc2ccccc2c1=O	5.0	-8.0	1.08	4.5
57	CCOC(=O)C1CCCN(C(=O)C2CCCN(S(=O)(=O)c3ccc4c(c3)oc(=O)n4C)C2)C1 (stereo unspecified)	2.0	-11.8	1.02	5.6
58	CCN(CC)CCN1C(=O)c2oc3ccc(F)cc3c(=O)c2C1c1ccncc1 (stereo unspecified)	4.0	-7.0	1.06	3.0
59	Cc1cccc(N2CCN(S(=O)(=O)c3ccc4c(c3)n(C)c(=O)c(=O)n4C)CC2C)c1 (stereo unspecified)	6.0	?	1.23	?
60	CC(C)N1C(=O)CCC1C(=O)N1CCC(Cc2ccccc2)CC1 (stereo unspecified)	12.0	9.0	1	3.0
61	O=C(Cc1ccc(F)cc1)Nc1c2c(nn1-c1cccc(Cl)c1)CS(=O)C2 (stereo unspecified)	3.0	-7.0	1.02	1.0
62	CSC1CCCCC1(O)CSc1nc2c(cc1C#N)CCCC2 (stereo unspecified)	8.0	-22.5	1.06	-12.0
63	Cc1ccc2c(c1)N(CCC(=O)NCCN1CCOCC1)C(=O)CO2	5.0	-11.0	1.02	6.0
64	CCCCN(C)C(=O)CCC(=O)Nc1ccc2nc(N3CCOCC3)cc(C)c2c1	7.0	-13.0	0.93	-10.0
65	CCC(C)NC(=O)CS(=O)Cc1nc(-c2ccccc2C)oc1C (stereo unspecified)	6.0	-1.0	0.97	3.0
66	COc1cccc(C2=CC(c3ccc(OC)c(OC)c3OC)n3nnnc3N2)c1 (stereo unspecified)	22.0	-16.0	1.17	1.0
67	Cc1cccc2cc(C#N)c(NCCNC(=O)NC3CCCCC3)nc12	10.0	12.5	1.06	4.0
68	O=C(CSc1nnc(-c2cccs2)o1)NCC1CN(Cc2ccccc2)CCO1 (stereo unspecified)	7.0	2.0	1.13	-3.0
69	CCCS(=O)(=O)N1CCC(C(=O)N2CCOCC2)CC1	18.0	-8.0	1.14	-3.5
70	O=c1cc(NCC2CCCO2)[nH]c(=O)n1-c1ccc(Cl)cc1 (stereo unspecified)	17.0	11.0	1.05	4.0
71	COc1c(Cl)cc(-c2noc(C)c2C(=O)NC(C)C)cc1Cl	10.0	-3.0	1.07	4.0
72	CCOCCCNC(=O)C(c1ccc(Cl)cc1)N1CCN(C(=O)c2ccco2)CC1 (stereo unspecified)	15.0	6.0	1	1.0
73	COc1cccc(OC)c1OCCCSc1nc(C)cc(=O)[nH]1	6.0	-32.0	1.08	-5.0
74	CCCN1CCN(C(=O)C2CCN(S(=O)(=O)c3ccc4c(c3)oc(=O)n4C)CC2)CC1	9.0	-7.0	0.99	4.0
75	Cc1ccc(CNC(=O)c2coc(=O)c3ccccc23)o1	9.0	3.0	1.04	4.0
76	CCN(CC)C(=O)C1CCN(S(=O)(=O)c2ccc(C3CNC(=O)C3)cc2)CC1 (stereo unspecified)	2.0	-5.0	1.02	5.0
77	CC(=O)c1c(C)[nH]c(C(=O)NCc2ccccn2)c1C	16.0	-2.0	1.04	-3.0
78	O=C1CN(C(=O)CN2CCCC2)C(c2ccccc2)c2cc(Br)ccc2N1 (stereo unspecified)	5.0	-13.5	1.03	9.5
79	COc1ccc(OC)c(C2=NOC(C(=O)NCCN3CCOCC3)C2)c1 (stereo unspecified)	6.0	-4.0	0.98	-1.5
80	O=C(CCN1C(=O)C2C3C=CC(C3)C2C1=O)NCCc1ccccc1Cl (stereo unspecified)	6.0	-3.7	1	-2.7
81	O=C(NCc1cccs1)C(Cc1ccccc1)NS(=O)(=O)c1cccs1 (stereo unspecified)	7.0	-8.0	1.06	-2.0
82	CCS(=O)(=O)N1CCCC(C(=O)NC2CCCC2)C1 (stereo unspecified)	3.0	-17.0	0.98	-2.0
83	CC(=O)c1ccc(OCC(O)CN2CCOCC2)cc1 (stereo unspecified)	2.0	-21.0	0.98	6.0
84	CCCCn1c(NC(=O)CC)c(C#N)c2nc3ccccc3nc21	8.0	?	3.14*	?
85	CCn1ncc(C2=NOC(C(=O)Nc3cc(OC)c(Cl)cc3OC)C2)c1C (stereo unspecified)	2.0	-19.0	1.1	-3.0
86	CCOc1ccc(OCC)c(NC(=O)CC2Oc3ccccc3NC2=O)c1 (stereo unspecified)	7.0	8.0	1.4	?
87	COCC(=O)N(Cc1cc2cc(OC)ccc2[nH]c1=O)c1ccccc1	2.0	-28.5	0.91	9.5
88	O=C(NCCC1=CCCCC1)C1CCN(C(=O)Nc2ccccc2)CC1	1.0	-27.0	0.9	4.5
89	CC1(C)CNC(=O)CC(C)(C)N1O	7.0	-15.5	0.95	5.5
90	O=C(Nc1ccc(S(=O)(=O)NC2CCCC2)cc1)c1cnccn1	13.0	9.0	0.98	4.0
91	Nc1nc2n(n1)C(c1ccccc1)CC(c1ccc(F)cc1)N2 (stereo unspecified)	8.0	-6.0	0.97	10.0

Screening results: PubChem BioAssay, NMMLSC
